Screening results deposited in PubChem by Sanford-Burnham Center for Chemical Genomics.
Rat MKP-3 inhibitors: MKP-3 phosphatase inhibitors, primary screen, biochemical, rat enzyme, in vitro (AID 425); 0.17% of 110,000 active; inhibition, % at 20 µM, or IC50 in µM where a hit was titrated; recombinant MKP-3 phosphatase activity, fluorescence; higher % means a stronger effect; in the data active = inhibition above about 50%;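 note: plate controls were vehicle for no effect and reference inhibitor for full effect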
Hsp70 displacement: small molecules displacing fluorescent ligand from Hsp70 – biochemical, fluorescence polarization, primary screen (AID 583) | Hsp70 fluorescence polarization probe displacement, mP; higher % means a stronger effect | 0.06% of 140,000 active | one-dose displacement, % at 20 µM; IC50 in µM for titrated hits; in the data active = displacement above about 50%;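 note: plate controls were vehicle for no effect and reference ligand for full effect; a part of the inactive calls stands beside numbers as strong as those of hits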
* marks the source's active call; other numbers are inactive results; . = not tested or not shown; & = joins results of further samples.

SMILES | Rat MKP-3 inhibitors | Hsp70 displacement
Clc1cccc(NCc2ccncc2)c1 | -1% | 0.6%
CCC12CN3CC(CC)(CN(C1)C31C(=O)N(C)c3ccc(C)cc31)C2=O (stereo not drawn) | -6% | -0.6%
COC(=O)c1ccc(Sc2ccc(Cl)cc2)c(N)c1 | . | 7.6%
CCOc1c(OC)cc(C2C(C#N)=C(N)Oc3n[nH]c(-c4ccncc4)c32)cc1OC (stereo not drawn) | 5% | -1.5%
COc1ccc(CCNC(=O)C2CCCN(S(C)(=O)=O)C2)cc1OC (stereo not drawn) | -6% | .
CN(C)c1ccc(NC(=O)Cc2ccccc2[N+](=O)[O-])cc1 | 4% | -3.7%
COc1cccc(OCc2nnc(SCC(=O)NCc3ccco3)n2CCc2ccccc2)c1 | 7% | -0.5%
O=C(O)c1ccc(F)c(S(=O)(=O)Nc2ccccc2)c1 | -3% | -2.5%
Cn1c(O)c(/C=N/c2ncc(C(F)(F)F)cc2Cl)n(C)c1=S | 3% | -3.0%
O=C(c1ccc(Cl)cc1)N1CCN(c2ccc(C(F)(F)F)cc2[N+](=O)[O-])CC1 | 5% | -4.5%
Cc1ccc(N(CN2CCCC2=O)C(=O)c2ccc(OC(C)C)cc2)cc1 | -5% | 0.9%
Cc1nn(Cc2ccc(F)cc2)c(C)c1NC(=O)c1cc(-c2ccc3c(c2)OCO3)on1 | 6% | -0.5%
COCCCn1c(SCC(=O)OC2CCCCC2)nnc1-c1cccs1 | -8% | 2.0%
CCCOC(=O)C1=C(C)NC2=C(C(=O)CC(C)(C)C2)C1c1ccc(Cl)c([N+](=O)[O-])c1 (stereo not drawn) | 5% | -0.5%
O=C(CN1CCC(Cc2ccccc2)CC1)NC(=O)NCc1ccco1 | -5% | 4.8%
O=C(Nc1ccc2ccccc2c1)c1cc([N+](=O)[O-])ccc1Br | 4% | 0.8%
CC(=O)O/N=C(/C)c1ncc(C(F)(F)F)cc1N1CCOCC1 | . | 5.4%
CCCC1=Nc2cc(C(=O)NCCCOC(C)C)ccc2Sc2ccccc21 | . | -0.8%
O=C(O)CCSc1nc2ccc([N+](=O)[O-])cc2s1 | -3% | -1.1%
O=C(/C=C/c1ccc2c(c1)OCO2)c1ccc(I)cc1 | 3% | 1.2%
CC1CC(C)CN(C(=O)Cn2c(=O)n(CCCCC(=O)NCc3ccco3)c(=O)c3ccccc32)C1 (stereo not drawn) | 1% | 1.6%
CCOc1cc(/C=C2/NC(=S)NC2=O)cc(Cl)c1OCC | 3% | -4.9%
COc1cc(NC(=O)c2c(F)c(F)c(F)c(F)c2F)c(OC)cc1Cl | 3% | -6.7%
CC1CC(C)CN(C(=O)COC(=O)c2cc3ccccc3cc2O)C1 (stereo not drawn) | 2% | 4.1%
Cc1ccc(NC(=O)CCCOc2ccc(Cl)cc2Cl)c(Br)c1 | 0% | 3.3%

Laid out differently: results already given.
> COc1cc(NC(=O)c2c(F)c(F)c(F)c(F)c2F)c(OC)cc1Cl
  Rat MKP-3 inhibitors: 3%	Hsp70 displacement: -6.7%
> CC1CC(C)CN(C(=O)COC(=O)c2cc3ccccc3cc2O)C1 (stereo not drawn)
  Rat MKP-3 inhibitors: 2%	Hsp70 displacement: 4.1%
> Cc1ccc(NC(=O)CCCOc2ccc(Cl)cc2Cl)c(Br)c1
  Rat MKP-3 inhibitors: 0%	Hsp70 displacement: 3.3%

Next results.
SMILES | Rat MKP-3 inhibitors | Hsp70 displacement
O=C1CC(=O)N(c2ccc3ccccc3c2)C(=S)N1 | 6% | -4.5%
c1coc(CN2CN=C(Nc3nc4ccccc4s3)NC2)c1 | -4% | 2.8%
CCOC(=O)CN1C(=O)/C(=C2\SC(=O)NC2=O)c2ccccc21 | 2% | 3.7%
COC(=O)C1=C(Nc2ccc(C)cc2)C=C(C)C(C(=O)OC)C1c1cccc(OC)c1 (stereo not drawn) | . | 19%
O=C1NN(c2ccccc2)C(=O)/C1=C/c1ccc(OCCOc2ccccc2)cc1 | 4% | 3.1%
O=C1C2C3C=CC(C3)C2C(=O)N1CNc1ccccc1 (stereo not drawn) | -6%&2% | -3.3%&1.6%
COc1ccc(-c2oc(/N=C/N3CCOCC3)c(C#N)c2-c2ccc(OC)cc2)cc1 | -9% | -4.3%
Oc1ccc(-c2nc3ccccn3c2NCc2ccc3c(c2)OCO3)cc1 | -24% | -2.5%
COc1cc(CNCc2c[nH]c3ccccc23)cc(OC)c1OC | 0% | 0.7%
C=CCn1c(SCC(=O)c2[nH]c(C)c(C(C)=O)c2C)nnc1-c1ccncc1 | . | 8.0%
COc1cccc(/C=N/Nc2nc(-c3ccccc3)nc(C)c2C)c1O | 0% | 2.1%
CCn1c(CNC(=O)c2ccccc2)nc2ccccc21 | . | -5.3%
Nc1nc(SCc2ccccc2Cl)[nH]c(=O)c1-c1ccccc1 | . | 5.9%
COCCNC(=O)COC(=O)/C=C/c1c(C)nn(Cc2ccc(Cl)cc2Cl)c1Cl | . | 2.3%
Cc1ccc(C(=O)NNS(=O)(=O)c2ccccc2[N+](=O)[O-])cc1 | . | -3.2%
CCOc1ccccc1C(=O)Nc1cc(C)ccc1C | 1% | 5.6%
O=C(CCCN1C(=O)/C(=C\c2cccc(Br)c2)SC1=S)Nc1ccc(F)cc1 | 2% | 1.9%
CCOc1ccc(C(=O)Nc2ccc(NC(=O)c3ccco3)c(Cl)c2)cc1Cl | . | 4.1%
Cc1ccc(S(=O)(=O)N2CCN(C(=O)CN3CCCCC3)C2)cc1 | . | -0.3%
CCOC(=O)c1ccc(N2C(=O)CC(N3CC(C)OC(C)C3)C2=O)cc1 (stereo not drawn) | -14% | -2.4%
O=C(Nc1cccc([N+](=O)[O-])c1)c1cccc(S(=O)(=O)N(CCO)CCO)c1 | -2% | -6.8%
O=C1C2C3C=CC(C3)C2C(=O)N1CCCO (stereo not drawn) | 1% | 2.8%
CNc1cc([N+](=O)[O-])ccc1N/C=C\C(=O)c1ccc2c(c1)OCO2 | 15% | -3.6%
N#CCSc1nc2c(c(=O)n1Cc1ccco1)C1(CCCC1)Cc1ccccc1-2 | 1% | 6.2%
COc1cccc(NC(=O)c2ccccc2NS(C)(=O)=O)c1 | -2% | 3.7%

The list continues:
SMILES | Rat MKP-3 inhibitors | Hsp70 displacement
O=C(CSCc1cccc(Cl)c1)N1CCN(Cc2ccc3c(c2)OCO3)CC1 | . | 0.9%
O=C(CCn1nc(-c2ccccc2)c2ccccc2c1=O)N1CCN(c2ccccc2)CC1 | -3% | 5.1%
O=C(O)CN1C(=O)/C(=C\c2cccc3ccccc23)SC1=S | 3% | 3.1%
CCOC(=O)c1c(NC(=O)c2ccc(C(=O)c3ccccc3)cc2)sc2c1CCC2 | 0% | -0.4%
O=C1N=C(N2CCOCC2)S/C1=C\c1c(Cl)cccc1Cl | -1% | -3.7%
O=C(Nc1ccc(NC(=S)NC(=O)c2ccco2)cc1)c1cccc(Cl)c1 | 1% | 5.0%
O=C(c1cccc(Cl)c1)N1CCN(Cc2ccccc2[N+](=O)[O-])CC1 | 2% | 3.0%
COc1ccc(-c2nnc(NC(=O)c3ccccc3OC)s2)cc1OC | -1% | 0.4%
CCCCN(C(=O)Cn1nnc2ccccc21)C(C(=O)NCCOC)c1ccc(OC)cc1 (stereo not drawn) | -4% | -0.9%
COc1ccc(Cn2c(CCCO)nc3ccccc32)cc1OC | -10% | -2.8%
Cc1nn2c(N3CCN(c4ccccn4)CC3)cc(C(C)C)nc2c1-c1ccccc1 | -1% | -1.5%
CC(C)COC(=O)n1c(SCC(=O)N(C)C)nc2ccccc21 | -6% | 6.2%
CCCCOc1cccc(C(=O)Nc2ccc(-c3nc4ccccc4s3)c(O)c2)c1 | -4% | 6.1%
CN1C(=O)C2(C(C#N)=C(N)Oc3n[nH]c(-c4ccc(Cl)cc4)c32)c2ccccc21 (stereo not drawn) | -10% | 4.6%
Cc1c(Cl)cccc1NC(=O)C1CCCCC1C(=O)O (stereo not drawn) | 4% | 7.1%
CC(CNC(=O)C1CCCCC1)NC(=O)C1CCCCC1 (stereo not drawn) | -11% | 3.0%
O=C(CN1C(=O)CC(c2ccccc2)=Nc2ccccc21)NC1CCCCC1 | . | -1.0%
O=C(NCC1CCCO1)C1CCC(=O)N1Cc1ccc(F)cc1 (stereo not drawn) | . | -3.9%
C/C(=N/OCc1nc2c3c4c(sc3ncn2n1)CCCC4)c1ccc(C)cc1 | -1% | 0.4%
COc1ccc(C(CC(=O)O)NC(=O)c2ccco2)cc1 (stereo not drawn) | . | -5.9%
COc1ccc(NC(=O)c2ccc(Br)o2)cc1Cl | 2% | -6.6%
O=C(CSc1nc(O)c(Cc2ccccc2F)c(=O)[nH]1)N1CCCCCC1 | -4% | -0.4%
C=CCOc1c(Br)cc(C2C(C(=O)OC)=C(C)NC3=C2C(=O)c2ccccc23)cc1OC (stereo not drawn) | 3% | 7.5%
O=C(CSc1nc(N2CCCCC2)nc(N2CCCCC2)n1)c1ccccc1 | -2% | 3.9%
N#C/C(=C(/O)CN1CCOCC1)c1nc2ccccc2s1 | -7% | 1.4%

(more compounds)
SMILES | Rat MKP-3 inhibitors | Hsp70 displacement
O=C(Nc1nncs1)c1ccc(N2C(=O)C3C4C=CC(C4)C3C2=O)cc1 (stereo not drawn) | 4% | -2.0%
COc1ccc(CCN2C(=O)C3C4C=CC(C3C2=O)C2C(=O)N(CCc3ccc(OC)c(OC)c3)C(=O)C42)cc1OC (stereo not drawn) | . | -3.7%
Cc1cc(C)c(OCCCCCNCCO)c(C)c1 | . | 6.6%
CSC1=C(C#N)C(c2cccc(Br)c2)CC(=O)N1 (stereo not drawn) | -7% | .
C/C(O)=c1/ccc2cccc3nc(C)nc1c23 | 4% | 71%
C=C(C)COc1ccc2cc(-c3nc4ccccc4s3)c(=O)oc2c1 | 3% | 25%
CC1(C)C(c2cccs2)=[N+]([O-])C2(CCCCC/C2=N\NC(N)=S)N1O (stereo not drawn) | . | 5.0%
CC(C)(C)C(=O)N(CCN(C(=O)C(C)(C)C)c1ccccc1)c1ccccc1 | . | -5.1%
C=CCn1c(NC(=O)c2ccc(C)cc2)c(C#N)sc1=N | -2% | 4.7%
CSc1nsc(SC)c1NC(=O)OCc1ccccc1 | 2%&-4% | 2.0%
Nc1ncnc2c1[nH]c(=S)n2[C@@H]1O[C@H](CO)[C@H](O)C1O (stereo partly drawn) | 3% | 7.4%
COc1c(Cl)cc(C(=O)N2CCN(c3ccc([N+](=O)[O-])c(NC4CC4)c3)CC2)cc1Cl | 1% | 0.7%
CCOc1ccc(NC(=O)CN(Cc2ccccc2)S(=O)(=O)c2ccccc2)cc1 | 0% | -2.7%
O=C(Nc1cn(-c2ccccc2)nc1-c1cccs1)c1ccco1 | -10% | -7.4%
CN(C)c1ccc(-c2c3cc(O)c(=O)cc-3oc3cc(O)c(O)cc23)cc1 | 19% | 0.3%
CN(C)CCCNC(=O)CC(c1ccccc1)c1ccccc1O (stereo not drawn) | 5% | -2.7%
Cc1nnc(SCc2ccc(Cl)cc2)n1CC1CCCO1 (stereo not drawn) | -10% | 1.8%
COc1cc2cc(CN(CCO)S(=O)(=O)c3ccccc3Cl)c(=O)[nH]c2cc1OC | -1% | -2.7%
Nc1ccc2nc(-c3ccccn3)[nH]c2c1 | . | 0.5%
Cc1cccc(C)c1OCCCCN1CCOCC1 | -1% | -2.8%
CCOC(=O)CSc1nnc(Cn2nnc(-c3ccccc3)n2)n1C | 1% | 0.8%
Cc1c(C#N)c(N)c(C(=O)c2ccc(Br)cc2)n1-c1ccc(Br)cc1 | -3% | 1.0%
Cc1c(C(=O)NCC2CCCO2)oc2ccc(S(=O)(=O)N3CC(C)CC(C)C3)cc12 (stereo not drawn) | -4% | -1.8%
C=CCOc1ccc(/C(O)=C2\C(=O)C(=O)N(CCCOC)C2c2ccc(O)c(OC)c2)cc1 (stereo not drawn) | -2% | 8.4%
CC1(C)OC2OC(C(=O)Nc3ccccc3)C3OC(C)(C)OC3C2O1 (stereo not drawn) | -5% | 0.8%

Further records follow:
SMILES | Rat MKP-3 inhibitors | Hsp70 displacement
Oc1ccc(Br)cc1CN1CCN(Cc2ccccc2C(F)(F)F)CC1 | 1% | 6.7%
CCN(CC)S(=O)(=O)c1ccc2c(c1)c(C(=O)O)cn2C | 14% | -6.9%
Cc1ccc(OCC(=O)OC2CCS(=O)(=O)C2)cc1 (stereo not drawn) | -1% | 7.4%
CCCCNC(=O)c1cc2c(-c3ccc(Cl)cc3)nn(C)c2s1 | 5% | 2.1%
O=C(NO)c1ccc(OC(F)F)cc1 | 12% | -0.5%
COc1ccc(Nc2ncnc3[nH]ncc23)cc1 | 3% | -2.3%
CCC(=O)Nc1nc(C)cc(SCC(=O)OC)n1 | 7% | 15%
CCCCC(=O)Nc1ccc(C(=O)NCc2ccncc2)cc1 | -14% | 9.7%
CCOC(=O)N1CCN(C(=O)c2nn(-c3ccc(C)cc3)c(=O)c3c2c2ccccc2n3C)CC1 | -1% | -3.8%
CC1CC(NC(=O)c2cnc3n(c2=O)CCS3)CC(C)(C)C1 (stereo not drawn) | -2% | -4.4%
Cc1ccc(C(=O)N2CCN(Cc3ccccc3)CC2)cc1 | -2% | -4.0%
CCOC(=O)CC(=O)CSC1=C(C#N)C(c2ccccc2OC)CC(=O)N1 (stereo not drawn) | -4% | -3.9%
O=C(Nc1nc2cc3c(cc2s1)OCO3)C1=COCCO1 | 5% | .

A draw from above in order of molar mass, lowest first.
SMILES | Rat MKP-3 inhibitors | Hsp70 displacement
O=C(NO)c1ccc(OC(F)F)cc1 | 12% | -0.5%
CCCCC(=O)Nc1ccc(C(=O)NCc2ccncc2)cc1 | -14% | 9.7%
Oc1ccc(Br)cc1CN1CCN(Cc2ccccc2C(F)(F)F)CC1 | 1% | 6.7%

This is a subset; the hit share may differ from the screen's.
